# Assay outcomes as filed in PubChem BioAssay.
# P. falciparum M17LAP – P. falciparum M17LAP inhibitors, primary screen, biochemical, fluorogenic H-Leu-NHMec substrate, 1536-well (AID 1619); recombinant M17LAP, H-Leu-NHMec fluorogenic kinetic assay; higher % means a stronger effect; one-dose inhibition, % at 30 µM; IC50 in µM for titrated hits; hit rate 0.38% among 220,000;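 active = compound inhibiting the enzyme by more than half at any dose during confirmatory dose-response retesting; inconclusive = strong single-dose inhibitors picked by rank but not retested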;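 note: plate controls were full reaction with DMSO carrier for no effect and no enzyme background for full effect; strong numbers were not always called active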
# P. falciparum M1AAP – P. falciparum M1AAP inhibitors, biochemical, fluorogenic H-Leu-NHMec substrate, 1536-well (AID 1445) | recombinant M1AAP, H-Leu-NHMec fluorogenic kinetic assay; higher % means a stronger effect | inhibition, % at 30 µM; hits with a dose series show IC50 in µM | hit rate 0.42% among 220,000;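 active = primary inhibition above the hit cutoff, then over 50% inhibition at one or more dose response concentrations, cut at about 23% in these data, passing the limit was not always enough; inconclusive = conflicting primary data, or primary hits not chosen for dose response; inactive = low primary inhibition, or under 50% at every dose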;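 note: plate controls were DMSO full reaction for no effect and no enzyme background for full effect; strong numbers were not always called active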
# NOD1 NF-kB reporter – inhibition of NOD1-driven NF-kB reporter – cell-based, luminescence, uHTS, primary screen (AID 1578) | NOD1-driven NF-kB luciferase reporter cells, luminescence; higher % means a stronger effect | inhibition, % at 4 µM; hits with a dose series show EC50 in µM | hit rate 1% among 290,000; in the data active = inhibition mostly above about 36%, no sharp cut-off; inactive = mostly below about 34%;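 note: HEK-293T reporter cells stimulated with the NOD1 agonist gamma-tri-DAP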
# GPR55 beta-arrestin – selective activators of receptor GPR55 – imaging, U2OS cells, beta-arrestin-GFP redistribution, primary screen (AID 1961); activation, % at 10 µM, or EC50 in µM where a hit was titrated; hit rate 0.048% among 290,000; U2OS GPR55 beta-arrestin-GFP redistribution imaging; higher % means a stronger effect;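 active = activation above 40% with more than 50 cells counted in the well; inconclusive = wells holding fewer than 50 cells, flagged as toxic or sparse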;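 note: U2OS osteosarcoma cells stably expressing GPR55 and beta-arrestin-GFP; plate controls were DMSO negative control for no effect and LPI positive control for full effect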
# KOR beta-arrestin-1 – kappa opioid receptor blockers – cell-based, luminescence, uHTS (AID 1778); KOR beta-arrestin recruitment, luminescence, antagonist mode; higher % means a stronger effect; inhibition, % at 10 µM; hits with a dose series show IC50 in µM; hit rate 0.091% among 290,000; note: strong numbers were not always called active
# KOR beta-arrestin-2 – KOR agonists, beta-arrestin recruitment, primary screen, cell-based, luminescence, uHTS (AID 1777); KOR beta-arrestin recruitment, luminescence; higher % means a stronger effect; activation, % at 10 µM, or EC50 in µM where a hit was titrated; hit rate 0.02% among 280,000; in the data active = activation above about 50%, passing the limit was not always enough; note: a part of the inactive calls stands beside numbers as strong as those of hits
# AID2073 – inhibitors of Mint1-CaV2.2 protein interaction, biochemical, HTRF (AID 2073). hit rate 0.19% among 290,000. one-dose inhibition, % at 20 µM; IC50 in µM for titrated hits. HTRF protein-protein interaction, Mint1-CaV2.2; higher % means a stronger effect; in the data active = inhibition mostly above about 51%, no sharp cut-off; inconclusive = no clear call, values can overlap the other calls; inactive = mostly below about 53%; note: some results filed as inactive read as strong as hits
# NOD2 inhibition – NOD2 signaling inhibitors, cell-based, luminescence, uHTS, HEK293 (AID 1566); HEK293 NOD2/NF-kB luciferase reporter, luminescence; higher % means a stronger effect; hit rate 0.63% among 290,000; inhibition, % at 4 µM, or EC50 in µM where a hit was titrated; note: many of its hits are not listed in these tables
# Dynein cargo inh – dynein cargo transport inhibition | 3617.4 mouse cells, GR-EGFP nuclear translocation imaging; test concentration mostly 20 µM; stimulated with dexamethasone, 1 µM; hits give low values | z-score, hits read low | hit rate 0.47% among 220,000 | AID 1381;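 active = plate z-score of nuclear minus cytoplasmic receptor signal below a set negative limit, without overly bright fluorescence or cell loss, cut at about -3.5 in these data, passing the limit was not always enough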;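 note: z-score of nuclear minus cytoplasmic ring GR-EGFP intensity difference per well; some compounds called inactive have numbers as strong as hits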
#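 Buffer or medium – tet-free medium with charcoal-stripped serum · Signal – automated 10x imaging of fixed Hoechst-stained cells · Also added – dexamethasone agonist, 1.0 µM final, for 30 min · Incubation – induction 48 h, compound 1 h, agonist 30 min · Read-out – GR-EGFP nuclear translocation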
# Dynein cargo inh cytoplasmic EGFP – recorded beside Dynein cargo inh, whose call it bears; z-score; measured here: cytoplasmic GR-EGFP intensity; hits give high values
# Dynein cargo inh nuclear GR-EGFP – further read-out of Dynein cargo inh, marked with its call; z-score; measured here: nuclear GR-EGFP intensity;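 lower value marks the stronger effect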
# Dynein cargo inh cell count – further read-out of Dynein cargo inh, marked with its call; z-score; measured here: cell count per field
# Starred values were filed as active, the others as inactive; ? = inconclusive; / = not tested or not shown; [ ] = dose if it differs, or a comment. Cut-off read from the data, not from the text of the source, unless noted: active = inhibition above about 50%; inactive = the rest. This is a subset, so the mix of outcomes need not match the whole.
cpd	molecule	P. falciparum M17LAP	P. falciparum M1AAP	NOD1 NF-kB reporter	GPR55 beta-arrestin	KOR beta-arrestin-1	KOR beta-arrestin-2	AID2073	NOD2 inhibition	Dynein cargo inh	Dynein cargo inh cytoplasmic EGFP	Dynein cargo inh nuclear GR-EGFP	Dynein cargo inh cell count
1	O=C(CSc1nc2cc(C(F)(F)F)ccc2n1Cc1ccccc1)NC1CCS(=O)(=O)C1 (stereo not drawn)	-20.1%	-1.0%	-4.1%	0.3%	3.5%	1.0%	-2.2%	13.6%	-0.64	-0.232	-0.163	-0.0191
2	N/C(=N\OC(=O)c1ccncc1)c1cccc([N+](=O)[O-])c1	/	/	42.7%	-0.2%	-41.1%[20 µM]	9.6%	9.0%	4.5%	/	/	/	/
3	COC(=O)Nc1ccc2c(c1)N(C(=O)CCN1CCOCC1)c1ccccc1S2	7.6%	7.8%	11.4%	0.6%	-68.0%	-2.1%	-11.0%	-0.5%	-0.68	-0.19	-0.214	0.678
4	CCOC(=O)/C=C/C(=O)NNC(=O)c1ccccc1Cl	-1.4%	0.4%	0.4%	0.5%	-28.2%[20 µM]	/	13.4%	15.9%	-0.464	-0.299	-0.243	0.512
5	O=C(COc1ccc2oc3c(c2c1)CCCC3)Nc1ccccn1	-2.7%	8.2%	-51.8%	-0.1%	21.4%	-5.8%	7.8%	-117.5%	-1.1	-0.263	-0.773	0.756
6	O=C(CCCC(=O)c1ccccc1)Nc1ccc(O)cc1	/	/	-0.5%	-0.2%	23.1%	-25.6%	3.2%	1.7%	/	/	/	/
7	O=C(NCc1cccnc1)c1cccn2c(=O)c3sccc3nc12	-4.6%	10.2%	10.2%	-0.1%	19.6%	11.9%	35.9%	18.1%	0.225	-0.186	0.584	-0.061
8	Cc1cccc(-c2nc3c(c(SCC(=O)N4CCOCC4)n2)Cc2c(CO)cnc(C)c2O3)c1	/	/	7.0%	0.2%	-23.4%	-4.5%	-8.8%	42.3%	/	/	/	/
9	O=C(CCc1ccccc1)NNC(=O)c1ccc(Br)cc1	-0.8%	-9.8%	4.0%	-0.2%	-1.1%[20 µM]	1.3%	0.8%	-6.7%	-0.909	-0.35	-0.323	1.52
10	COC(=O)c1cc(C#N)c(Oc2ccccc2OC)nc1C	10.9%	2.5%	-17.7%	-0.1%	14.8%	-1.4%	-2.3%	12.2%	-0.0936	-0.223	-0.531	0.54
11	O=C(O)CCCCCCCCCCP(=O)(c1ccccc1)c1ccccc1	1.6%	5.6%	2.5%	-0.2%	-9.7%	-4.0%	4.4%	11.8%	-0.54	-0.211	0.0751	-0.14
12	Cc1c(C(=O)Nc2cccc(-c3nnc4n3CCCCC4)c2)oc2ccccc12	2.4%	2.5%	-8.3%	-0.1%	-17.1%	-3.1%	8.1%	9.8%	0.437	-0.208	0.332	0.251

# (listing goes on)
cpd	molecule	P. falciparum M17LAP	P. falciparum M1AAP	NOD1 NF-kB reporter	GPR55 beta-arrestin	KOR beta-arrestin-1	KOR beta-arrestin-2	AID2073	NOD2 inhibition	Dynein cargo inh	Dynein cargo inh cytoplasmic EGFP	Dynein cargo inh nuclear GR-EGFP	Dynein cargo inh cell count
13	CCN(CC)S(=O)(=O)c1ccc(F)c(C(=O)NCCC(C)C)c1	-14.9%	-1.1%	-43.7%	0.2%	-6.3%	-3.9%	10.4%	6.8%	0.202	-0.287	-0.0408	1.51
14	Fc1ccc(-c2cc(C(F)(F)F)nc(NCC3CCCO3)n2)cc1 (stereo not drawn)	9.4%	13.8%	2.1%	0.0%	-3.4%	-4.6%	-2.1%	-0.7%	2.51	-0.167	1.89	-0.0243
15	CCOC(=O)CNC(=O)CSc1nnc(-c2ccccc2)n1Cc1ccco1	4.8%	-0.9%	-2.6%	-0.1%	9.4%	-4.7%	14.6%	9.2%	-0.311	-0.207	-0.146	0.478
16	CC(=O)Nc1ccc(/C(C)=N\NC(=O)c2ccc(-c3ccccc3)cc2)cc1	11.4%	7.4%	-1.5%	-0.1%	-9.4%[20 µM]	-0.6%	41.1%	11.9%	-0.763	-0.267	-0.151	0.661
17	Cc1csc(Nc2nc(N)c(C(=O)Nc3ccccc3)o2)n1	/	/	-4.8%	0.0%	-17.8%	2.5%	-16.9%	-29.7%	/	/	/	/
18	Cc1ccccc1NC(=S)NCCc1ccccn1	-1.6%	0.3%	-0.2%	0.6%	9.7%	1.8%	-11.2%	11.9%	-0.575	-0.224	-0.283	0.726
19	CC(NCC(=O)Nc1cc(S(=O)(=O)N2CCCCCC2)ccc1Cl)c1ccccc1 (stereo not drawn)	4.4%	-4.7%	-18.8%	0.3%	29.9%	-0.3%	10.9%	35.1%	-0.853	-0.0732	0.096	0.456
20	O=C(Nc1ccccc1)Nc1ccc(Br)cc1F	0.5%	3.8%	-28.6%	0.6%	12.3%	-0.6%	13.5%	-59.4%	0.361	-0.253	0.097	-0.109
21	Cn1c(=O)c2c(nc(CN3CCN(c4ccccc4F)CC3)n2CCN2CCOCC2)n(C)c1=O	14.8%	1.4%	-17.7%	0.5%	/	/	8.3%	9.0%	-0.29	-0.249	-0.223	-0.0111
22	COc1ccc(NC(=O)C2CCCN(S(C)(=O)=O)C2)cc1 (stereo not drawn)	/	/	-9.6%	-0.3%	-74.0%[20 µM]	0.5%	-1.1%	8.2%	/	/	/	/
23	CCOc1cccc(N(C(=O)Cc2cccs2)C(C(=O)NC2CCCCC2)c2cccn2C)c1 (stereo not drawn)	2.1%	-0.7%	0.2%	-0.4%	40.5%	7.0%	-1.6%	13.8%	2.04	-0.255	0.937	-0.91
24	COC(=O)CC1C(=O)NCCN1C(=O)OC(C)(C)C (stereo not drawn)	4.0%	6.8%	-20.0%	-0.1%	-27.2%	-0.6%	-1.2%	-3.3%	-1.36	-0.17	-0.054	1.26

# Shown with values under each structure: entries from further up
# Order of values – P. falciparum M17LAP | P. falciparum M1AAP | NOD1 NF-kB reporter | GPR55 beta-arrestin | KOR beta-arrestin-1 | KOR beta-arrestin-2 | AID2073 | NOD2 inhibition | Dynein cargo inh | Dynein cargo inh cytoplasmic EGFP | Dynein cargo inh nuclear GR-EGFP | Dynein cargo inh cell count
[11] O=C(O)CCCCCCCCCCP(=O)(c1ccccc1)c1ccccc1
  1.6% | 5.6% | 2.5% | -0.2% | -9.7% | -4.0% | 4.4% | 11.8% | -0.54 | -0.211 | 0.0751 | -0.14
[3] COC(=O)Nc1ccc2c(c1)N(C(=O)CCN1CCOCC1)c1ccccc1S2
  7.6% | 7.8% | 11.4% | 0.6% | -68.0% | -2.1% | -11.0% | -0.5% | -0.68 | -0.19 | -0.214 | 0.678
[8] Cc1cccc(-c2nc3c(c(SCC(=O)N4CCOCC4)n2)Cc2c(CO)cnc(C)c2O3)c1
  / | / | 7.0% | 0.2% | -23.4% | -4.5% | -8.8% | 42.3% | / | / | / | /

# The results go on.
cpd	molecule	P. falciparum M17LAP	P. falciparum M1AAP	NOD1 NF-kB reporter	GPR55 beta-arrestin	KOR beta-arrestin-1	KOR beta-arrestin-2	AID2073	NOD2 inhibition	Dynein cargo inh	Dynein cargo inh cytoplasmic EGFP	Dynein cargo inh nuclear GR-EGFP	Dynein cargo inh cell count
25	CC1CCN(C(=O)CSc2nnc(-c3ccccc3F)o2)CC1	/	/	-14.1%	-0.2%	-2.4%	4.2%	-4.8%	-1.3%	/	/	/	/
26	CC(C)c1ccc2c(c1)c(SC(C)(C)C)c(CC(C)(C)C(=O)O)n2Cc1ccc(Cl)cc1	-4.6%	1.0%	37.3%*	0.3%	-41.0%	0.8%	43.0%	11.7%	/	/	/	/
27	CN(CC(=O)OCC(=O)NCc1ccccc1)S(=O)(=O)c1ccc(Cl)cc1	3.7%	3.0%	-6.6%	-0.2%	/	-4.1%	-5.4%	8.3%	1.12	-0.0836	0.812	-0.667
28	CCOC(=O)N1CCN(S(=O)(=O)c2c(C(=O)N3CCCCC3)c(C)n(C)c2C)CC1	/	/	-14.6%	0.0%	-37.4%	8.6%	-13.7%	2.1%	/	/	/	/
29	CSc1cccc(NC(=O)c2cc(S(=O)(=O)N3CCCC3)cn2C)c1	/	/	-6.8%	-0.1%	6.4%[20 µM]	-1.8%	8.5%	13.9%	/	/	/	/
30	CCSC1=N/C(=C\c2ccc3c(c2)OCO3)C(=O)S1	6.7%	4.6%	2.6%	-0.1%	-32.9%	0.6%	-8.0%	17.7%	0.239	-0.197	0.113	0.436
31	Cc1ccccc1C(=O)Nc1cccc(C(=O)Nc2ccccc2C(=O)O)c1	/	/	-3.0%	0.4%	31.0%	0.0%	16.8%	14.5%	/	/	/	/
32	COc1ccc2nc(C)cc(SCC(=O)Nc3c(C)cccc3C)c2c1	0.7%	6.3%	9.8%	0.1%	-4.5%	6.4%	2.8%	17.6%	0.719	-0.112	0.224	-1.22
33	CCNC(=S)NNC(=O)CSc1nc2ccccc2[nH]1	8.8%	-4.9%	-37.4%	-0.4%	38.9%	-4.1%	-18.1%	7.5%	-0.583	-0.287	0.00249	0.466
34	Cc1onc(-c2ccccc2Cl)c1C(=O)N1CCN(C/C=C/c2ccccc2)CC1	-4.2%	-0.1%	-8.8%	-0.5%	28.6%	/	?	-20.0%	-1.41	-0.222	-0.322	0.907
35	COc1cc(/C=N/Nc2cccc(C)c2)ccc1OC(=O)c1cccs1	-1.9%	2.8%	-43.6%	-0.3%	-4.2%	-2.7%	2.3%	-14.1%	-0.594	-0.161	-0.273	1.05
36	O=C(COc1ccccc1)Nc1nc(-c2cccs2)cs1	-3.8%	7.9%	-4.9%	-0.2%	21.1%	-1.6%	1.4%	9.0%	-0.807	-0.153	-0.25	0.916
37	CC(=O)N(CN1C(=O)c2ccccc2C1=O)c1ccc2c(c1)oc1ccccc12	4.9%	-2.1%	-30.5%	-0.3%	-10.3%	6.3%	0.8%	-7.9%	0.217	-0.205	-0.0932	-0.177
38	O=C(Nc1ccccc1F)c1cccc(C(=O)Nc2ccccc2F)c1	/	/	-5.8%	0.2%	13.2%	-5.1%	10.5%	3.5%	/	/	/	/
39	CCN(Cc1ccccc1)c1ccc(/C=N/NC(=O)c2cccc(S(=O)(=O)N3CCOCC3)c2)cc1	16.1%	9.6%	54.1%	0.4%	-11.9%	-0.3%	?	45.2%	-0.814	-0.159	-0.294	1.42
